Screens deposited in PubChem by several laboratories.
CAL PDZ FP-1: inhibitors of human CAL PDZ peptide binding | Q9HD26 | purified CAL PDZ, TMR-peptide fluorescence polarization, 1 h | inhibition, % at 20 µM | actives 0.02% (n = 330,000) | AID 504414;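 active = highest replicate inhibition of at least 40%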;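 also: plate controls were DMSO neutral control wells for no effect and unlabeled competitor peptide control wells for full effect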
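Material – purified CerCALP PDZ construct · Detection – FP readout, S and P plane fluorescence · Measure – percent inhibition from loss of millipolarization · Controls – unlabelled peptide for full inhibition, DMSO wells as neutral · Probe or stimulus – TMR-labelled reporter peptide T*-PRC34 bound in PDZ groove · Times – 1 h at RT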
Arr AP2 block: inhibitors of human beta-arrestin and AP2 interaction; FITC-arrestin peptide / GST-AP2 beads, flow cytometry; AP2 beta2 appendage carries R879A mutation; inhibition, % at 10 µM; actives 0.31% (n = 340,000); AID 504490;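 active = inhibition above a set limit, near 3 SD of compounds lacking own fluorescence, cut at about 54% in these data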;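 also: plate controls were DMSO wells for no effect and 5 µM unlabelled arrestin peptide for full effect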
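system = GST-tagged AP2 beta2-adaptin appendage (R879A) on 4 µm glutathione beads | reagent = FITC-labelled arrestin peptide probe, 50 nM final | schedule = compound with beads 12 min RT, then probe 1 h RT | signal = HyperCyt-sampled flow cytometry, FL1 channel, ex 488/em 535 nm | read-out = percent response from loss of bead-bound FITC fluorescence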
CAL PDZ FP-2: CAL PDZ (human) peptide binding inhibition; Q9HD26; purified CAL PDZ, TMR-peptide fluorescence polarization, 1 h; inhibition, % at 24.9 µM; actives 0.92% (n = 300,000); AID 602252;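 active = mean inhibition of at least 30% with at least half of replicates also reaching 30%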;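 also: 0% = DMSO neutral control and 100% = excess unlabeled competitor peptide PRC23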
V-ATPase pHluor: regulators of yeast V-ATPase proton transport | S. cerevisiae, pHLuorin cytosolic pH fluorescence | response, % at 10 µM | actives 0.37% (n = 350,000) | AID 504577; in the data active = response mostly above about 7.3%, no sharp cut-off; inactive = mostly below about 5.4%; also: actives read high; inactives centre near 0; some compounds called inactive have numbers as strong as hits
C-LANA FP: inhibitors of KSHV LANA C-terminal domain DNA binding. actives 0.078% (n = 340,000). inhibition, % at 9 µM. MBP-C-LANA/FAM-LBS DNA binding, fluorescence polarization;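 active = highest replicate inhibition at or above 60% at 9 µM, even if other replicates fall short; inactive = all replicates below 60% inhibition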;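 also: 0% = neutral control wells and 100% = 4 µM acridine orange control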
RTF Ca sens inh: cardiac RTF calcium desensitization. P19429+P45379. IANBD-labeled cardiac RTF, Ca2+ fluorescence. inhibition, % at 7.15 µM. actives 0.12% (n = 340,000);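 active = inhibition above the mean inhibition of all tested compounds plus 3 SD, cut at about 17% in these data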;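 also: assay run at fixed EC70 calcium of 1.6 mM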
Keap1-Nrf2 PPI: disrupts human Keap1 binding to Nrf2 peptide; Q14145; AID 504523; Keap1 Kelch-Nrf2 peptide fluorescence polarization, 1536-well; inhibition, % at 9.4 µM; actives 0.15% (n = 340,000); in the data active = inhibition above about 12%;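 also: human Keap1 Kelch domain with fluorescein labeled Nrf2 9mer peptide probe; 0% = neutral control wells and 100% = peptide positive control; higher means more block of Keap1 binding to Nrf2 peptide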
Target sequence (Q14145 whole entry, looked up, the tested form may be a part): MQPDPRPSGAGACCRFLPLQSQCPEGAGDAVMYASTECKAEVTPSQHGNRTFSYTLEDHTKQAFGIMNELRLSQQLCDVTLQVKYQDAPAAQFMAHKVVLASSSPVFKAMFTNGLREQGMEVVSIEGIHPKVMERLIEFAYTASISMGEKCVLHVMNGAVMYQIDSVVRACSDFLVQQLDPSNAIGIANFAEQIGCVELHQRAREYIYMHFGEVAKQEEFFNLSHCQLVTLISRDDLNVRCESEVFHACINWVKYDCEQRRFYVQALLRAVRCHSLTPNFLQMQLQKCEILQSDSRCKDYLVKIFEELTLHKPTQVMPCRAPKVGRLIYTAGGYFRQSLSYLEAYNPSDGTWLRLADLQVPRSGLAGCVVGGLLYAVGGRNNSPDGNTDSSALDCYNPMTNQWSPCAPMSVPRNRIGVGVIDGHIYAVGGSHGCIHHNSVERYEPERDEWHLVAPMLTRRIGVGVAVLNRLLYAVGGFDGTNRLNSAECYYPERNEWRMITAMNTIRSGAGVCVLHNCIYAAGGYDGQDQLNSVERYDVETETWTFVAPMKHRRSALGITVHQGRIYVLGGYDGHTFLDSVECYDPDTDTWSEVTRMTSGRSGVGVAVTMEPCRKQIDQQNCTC
NSD2 inh: blocks human histone methyltransferase NSD2. O96028. inhibition, % at 12.5 µM. actives 0.54% (n = 310,000). NSD2 peptide methylation, AlphaScreen, 120 min; in the data active = inhibition above about 50%
Pemphigus Ab inh: inhibitors of pemphigus antibody binding to human desmoglein-3. binding (percent of control), % at 10 µM. DSG3-coupled beads, scFv-anti-DSG3-GFP binding, flow cytometry; active compounds read low. actives 0.48% (n = 310,000);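 active = binding more than 3 SD below its plate's average and above zero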;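 also: hits lower antibody fragment binding to DSG3; some compounds called inactive have numbers as strong as hits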
DAGLB inhibitor: diacylglycerol lipase beta (human) inhibition | inhibition, % at 5.17 µM | actives 0.059% (n = 340,000) | Q8NCG7 | HEK293T DAGLB membrane lysate, EnzChek fluorogenic substrate | AID 504411; in the data active = inhibition above about 34%;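 also: 0% = enzyme with vehicle and 100% = wells lacking enzyme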
* = called active by the depositor; x = no result given. This is a subset; the hit share may differ from the screen's.

Letters – A = CAL PDZ FP-1; B = Arr AP2 block; C = CAL PDZ FP-2; D = V-ATPase pHluor; E = C-LANA FP; F = RTF Ca sens inh; G = Keap1-Nrf2 PPI; H = NSD2 inh; I = Pemphigus Ab inh; J = DAGLB inhibitor
Cc1ccc(C(=O)CN2C(=O)NC3(CCc4ccccc43)C2=O)s1 (configuration not stated)
  A: -0.8; B: 7; C: -3; D: 1; E: -1.0; F: -7; G: 0; H: 0; I: 101; J: -2

CNC(=O)C1CC(=O)N(CCc2ccccc2)C(=Nc2ccc(OC)cc2)S1 (configuration not stated)
  A: -2.5; B: 22; C: 0; D: -3; E: 1.7; F: -2; G: -1; H: 1; I: 83; J: -4

CCOc1ccccc1Oc1c(C)oc2c(CN3CCN(CCO)CC3)c(O)ccc2c1=O
  A: -1.3; B: 3; C: 0; D: -6; E: -1.7; F: -1; G: -1; H: -2; I: 80; J: 3

CN1CCN(S(=O)(=O)c2cccc(C(=O)Nc3cccc(S(N)(=O)=O)c3)c2)CC1
  A: -1.9; B: -7; C: -1; D: 1; E: -0.5; F: -6; G: 5; H: -2; I: x; J: 1

O=C(COC(=O)CCC(=O)c1cccs1)NCc1ccc(Cl)cc1
  A: -2.1; B: 12; C: 5; D: -3; E: -0.1; F: -6; G: -3; H: -3; I: 105; J: -2

CC(C)(C)n1nc2c(c1NC(=O)c1ccc(S(=O)(=O)N3CCCCC3)cc1)CS(=O)C2 (configuration not stated)
  A: -1.6; B: 0; C: -6; D: -3; E: 0.6; F: -9; G: -3; H: x; I: 103; J: 2

Cc1cc(CCN2CCC(=O)NC2=S)ccc1OC(C)C
  A: 0.0; B: -48; C: -1; D: -2; E: -0.6; F: 5; G: -5; H: 34; I: 105; J: 0

CCCNc1[nH]c(=O)n(C)c(=O)c1N=O
  A: -1.3; B: 3; C: -3; D: -8; E: 0.1; F: -12; G: 5; H: 7; I: 102; J: 2

O=C(Nc1nnc(Cc2ccc(Cl)cc2)s1)c1ccco1
  A: -0.5; B: 25; C: 2; D: -2; E: -0.2; F: -2; G: 0; H: -2; I: 99; J: -1

NS(=O)(=O)c1ccc2c(c1)oc(=O)c1cc(S(N)(=O)=O)ccc12
  A: 0.4; B: -5; C: -4; D: 1; E: 0.7; F: 2; G: 0; H: 5; I: 86; J: 1

COC(=O)c1cc(OC)c(OC)cc1NC(=S)N1CCN(c2ccccn2)CC1
  A: -0.3; B: 16; C: 19; D: 4; E: 1.0; F: -6; G: -1; H: 0; I: 96; J: -1

Cc1ccc(NC(=O)C2CCCN2C(=O)NCc2ccccc2)cc1 (configuration not stated)
  A: 3.8; B: 3; C: -3; D: 1; E: -1.0; F: 3; G: 0; H: 1; I: 115; J: 2

CCOC(=O)N1CCN(CC(=O)N2c3ccccc3Sc3ccccc32)CC1
  A: 0.8; B: -11; C: -1; D: -2; E: -0.7; F: -4; G: -4; H: 0; I: 107; J: -2

c1ccc(Nc2ccc3c4c(cccc24)CC3)cc1
  A: -12; B: -2; C: 6; D: 0; E: -0.5; F: -94; G: -2; H: 0; I: x; J: -18

Cc1c(CC(=O)N2CCC(C(N)=O)CC2)c(=O)oc2cc3c(cc12)CCC1(CCCCC1)O3
  A: -1.5; B: 2; C: 2; D: 1; E: -0.8; F: -2; G: -4; H: x; I: 96; J: 3

CCN(CC)c1ccc2cc(C(N)=O)c(=O)oc2c1
  A: 0.0; B: 11; C: -2; D: 5; E: 2.8; F: -11; G: -17; H: -4; I: 105; J: -6

CCN1C(=O)/C(=C\c2ccco2)C(C(=O)OC)=C1C
  A: -1.4; B: 6; C: -1; D: 0; E: 1.7; F: 6; G: -4; H: 9; I: x; J: 2

CC(C)CCNc1cc(=O)n(C)c(=O)n1C
  A: -0.9; B: 7; C: 2; D: -1; E: -1.5; F: -14; G: 0; H: -2; I: 107; J: -1

Cn1c2ccccc2c2cc(C(=O)NNS(=O)(=O)c3ccc(F)cc3)sc21
  A: -0.4; B: 21; C: -3; D: -2; E: 5.7; F: -19; G: 1; H: -3; I: x; J: 4

CCOc1ccccc1NC(=O)CSc1nc2ccccc2c(=O)n1CC1CCCO1 (configuration not stated)
  A: -1.5; B: -4; C: x; D: 2; E: 0.3; F: -7; G: -6; H: 14; I: x; J: -4

O=C1NC(=O)C(CC(=O)N(Cc2cccs2)C2(C(=O)NC3CCCC3)CCCCC2)N1 (configuration not stated)
  A: -0.2; B: -1; C: -4; D: 1; E: 0.8; F: 3; G: -4; H: -1; I: 112; J: -1

Cc1cc(C(F)F)n2nc(C(=O)Nc3sc4c(c3C#N)CCC4)nc2n1
  A: -1.8; B: -3; C: -1; D: 1; E: x; F: -1; G: 4; H: 2; I: 81; J: 0

O=C(O)c1ccc(-c2ccc(/C=C3\NC(=O)N(Cc4ccc(Cl)cc4)C3=O)o2)cc1Cl
  A: -0.6; B: -1; C: -6; D: -4; E: 34; F: 11; G: -3; H: 129*; I: 80*; J: 6

CCN(CC)S(=O)(=O)c1ccc(N2CCCC2)c(NC(=O)c2nn(C)c(=O)c3ccccc23)c1
  A: -1.6; B: -1; C: -3; D: -6; E: -1.9; F: -14; G: -2; H: 1; I: x; J: 0

COc1cccc(C(C(=O)NC(C)(C)C)N(CC(C)C)C(=O)CCC(=O)Nc2cc(C)on2)c1OC (configuration not stated)
  A: -0.1; B: -4; C: -2; D: 2; E: -0.9; F: -6; G: -3; H: 0; I: 102; J: 0

CC(C)(C)NC(=O)COc1ccccc1C#N
  A: 0.7; B: -8; C: x; D: -1; E: -1.1; F: 1; G: -3; H: -4; I: 98; J: -1

CC1(C)Cc2c(sc3c2c(=N)n(Cc2ccco2)c(=O)n3CC(=O)Nc2cccc(Cl)c2)CO1
  A: -3.5; B: -5; C: -4; D: -1; E: -1.3; F: -7; G: -13; H: 0; I: 91; J: -1

CCC(C)[C@H](N)c1cn([C@@H](Cc2cc3ccccc3[nH]2)C(=O)N2CCNCC2)nn1 (some centres not stated)
  A: 0.0; B: -1; C: -2; D: -6; E: -0.9; F: 11; G: -5; H: x; I: 104; J: 1

CC1Oc2ccccc2C=C1/C=N/Nc1ccc(C(=O)O)cc1 (configuration not stated)
  A: -0.2; B: 30; C: 8; D: 6; E: -0.4; F: -4; G: 1; H: -1; I: 100; J: 4

Cc1ccc(-n2ncc3c2CCCC3NC(=O)c2ocnc2C)cc1C (configuration not stated)
  A: -2.9; B: 18; C: -1; D: -3; E: -0.3; F: -5; G: -3; H: x; I: 110; J: -3

Cc1cc(C2(c3ccc(O)c(C)c3)C(=O)Nc3ccccc32)ccc1O
  A: -0.6; B: 1; C: 1; D: -2; E: 0.4; F: -6; G: -5; H: 1; I: 110; J: -1

CC1=C(C(=O)N2CCCCC2)C2(CCC(C)CC2)OC1=O (configuration not stated)
  A: -0.5; B: -3; C: x; D: -2; E: 1.5; F: -1; G: 5; H: x; I: 103; J: 0

C/C=C(/C)C(=O)Nc1cccc(C2=NOC3(C2)C[C@@H](C(N)=O)N(C(=O)/C=C/CC)C3)c1 (some centres not stated)
  A: 1.7; B: 4; C: -4; D: -1; E: 1.0; F: -13; G: -4; H: x; I: 103; J: -2

CC1(C)CC(NC(=O)c2cccc(S(=O)(=O)N(Cc3ccccc3)c3ccccc3)c2)CC(C)(C)N1
  A: -1.8; B: 2; C: -1; D: -7; E: -2.0; F: -11; G: 2; H: 6; I: 104; J: 2

Cc1cc2oc(=O)ccc2cc1[N+](=O)[O-]
  A: -0.7; B: 5; C: -3; D: 7; E: -1.5; F: -4; G: -6; H: x; I: 107; J: 0

O=C(COC(=O)CCC(=O)c1cccs1)Nc1ccc(F)c(F)c1F
  A: -0.3; B: -7; C: -3; D: 1; E: 5.6; F: -4; G: -9; H: -11; I: x; J: 1

Cn1c(C(C#N)C(=O)c2ccco2)nc2ccccc21 (configuration not stated)
  A: -4.8; B: 6; C: 6; D: 2; E: 0.0; F: -8; G: -2; H: 0; I: x; J: 0

CC1=C(C)CC(C(=O)Nc2ccc(C(=O)N3CCOCC3)cc2)C(C(=O)O)C1 (configuration not stated)
  A: 0.4; B: -4; C: 18; D: -2; E: 0.3; F: -5; G: 3; H: -1; I: 96; J: -1

CCC1CCC(N2CCN(c3ccc(F)cc3)CC2)CC1 (configuration not stated)
  A: 0.2; B: 33; C: 3; D: -2; E: -0.7; F: 4; G: -1; H: 10; I: 100; J: -1

CCN1C(=O)C(NC(C)=O)c2cc(OC)ccc21 (configuration not stated)
  A: 0.2; B: 9; C: 2; D: 6; E: -1.1; F: -5; G: 2; H: 0; I: 97; J: -2

Cc1cccn2c(=O)c3cc(C(=O)NC4CCCC4)c(=N)n(Cc4ccc(F)cc4)c3nc12
  A: -1.2; B: -2; C: 5; D: 2; E: 3.8; F: -1; G: 3; H: -2; I: 99; J: 3

Six entries drawn at random from the list so far, as already listed:
Letters – A = CAL PDZ FP-1; B = Arr AP2 block; C = CAL PDZ FP-2; D = V-ATPase pHluor; E = C-LANA FP; F = RTF Ca sens inh; G = Keap1-Nrf2 PPI; H = NSD2 inh; I = Pemphigus Ab inh; J = DAGLB inhibitor
Cc1cccn2c(=O)c3cc(C(=O)NC4CCCC4)c(=N)n(Cc4ccc(F)cc4)c3nc12
  A: -1.2; B: -2; C: 5; D: 2; E: 3.8; F: -1; G: 3; H: -2; I: 99; J: 3

C/C=C(/C)C(=O)Nc1cccc(C2=NOC3(C2)C[C@@H](C(N)=O)N(C(=O)/C=C/CC)C3)c1 (some centres not stated)
  A: 1.7; B: 4; C: -4; D: -1; E: 1.0; F: -13; G: -4; H: x; I: 103; J: -2

CC1(C)CC(NC(=O)c2cccc(S(=O)(=O)N(Cc3ccccc3)c3ccccc3)c2)CC(C)(C)N1
  A: -1.8; B: 2; C: -1; D: -7; E: -2.0; F: -11; G: 2; H: 6; I: 104; J: 2

Cn1c(C(C#N)C(=O)c2ccco2)nc2ccccc21 (configuration not stated)
  A: -4.8; B: 6; C: 6; D: 2; E: 0.0; F: -8; G: -2; H: 0; I: x; J: 0

CCC1CCC(N2CCN(c3ccc(F)cc3)CC2)CC1 (configuration not stated)
  A: 0.2; B: 33; C: 3; D: -2; E: -0.7; F: 4; G: -1; H: 10; I: 100; J: -1

CC1=C(C(=O)N2CCCCC2)C2(CCC(C)CC2)OC1=O (configuration not stated)
  A: -0.5; B: -3; C: x; D: -2; E: 1.5; F: -1; G: 5; H: x; I: 103; J: 0
